Screening results from PubChem BioAssay.
D3 ag – D3 dopamine receptor (human) agonism | P35462 | D3R DiscoveRx beta-arrestin cells, luminescence, 90 min | max activation, % | hit rate 0.58% among 410,000 | AID 652048; in the data active = max activation above about 30%; also: 0% is about no effect; mostly tested at two doses, the higher about 12 µM
Target sequence (P35462 whole entry, looked up): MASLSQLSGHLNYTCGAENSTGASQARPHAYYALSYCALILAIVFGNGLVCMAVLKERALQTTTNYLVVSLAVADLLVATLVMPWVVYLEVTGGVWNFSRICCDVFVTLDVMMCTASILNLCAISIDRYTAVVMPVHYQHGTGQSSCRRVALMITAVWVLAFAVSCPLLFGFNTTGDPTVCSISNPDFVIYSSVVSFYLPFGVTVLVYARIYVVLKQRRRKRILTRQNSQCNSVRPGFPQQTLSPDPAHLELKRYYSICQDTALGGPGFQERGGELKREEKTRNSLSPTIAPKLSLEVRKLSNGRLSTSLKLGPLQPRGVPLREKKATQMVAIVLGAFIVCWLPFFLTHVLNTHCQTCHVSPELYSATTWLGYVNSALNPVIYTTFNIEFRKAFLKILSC
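Agonist-mode cell screen: cells plated at 1500/well and incubated overnight at 37 °C, then exposed to library compounds for 90 min at 37 °C. Detection reagent was added for 30–60 min at room temperature, and luminescence was read.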
HT1080-NT tox – kills 2HG-producing HT-1080-NT fibrosarcoma cells | Potency, µM (titrated, usually from 46.1 µM), inactives show at the highest dose activity, negative = less viability, hits mostly cytotoxic | HT-1080-NT fibrosarcoma viability, CellTiter-Glo ATP luminescence, 48 h | hit rate 1.6% among 360,000;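 also: NT is the 2HG producing partner of a matched IDH1 knockdown line; potency is read from the fitted curve at half-maximal effect; 0% = DMSO-treated cells and -100% = media-only wells without cells; nearly all actives have a fitted effect of over 55% in size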
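HT-1080-NT; 750 cells/well; 5% FBS RPMI; 48 h compound, 37 degrees C; CellTiter-Glo luminescence; curve fitting and curve-class assignment.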
MCF10A rereplic – inducers of DNA re-replication in MCF 10A breast cells; Potency, µM (doses to about 46.1 µM), for inactives: top-dose activity, positive = re-replication, usual class: activators; hit rate 2.9% among 350,000; MCF 10A DNA re-replication, Hoechst nuclear intensity, 48 h; also: potency is read from the fitted curve at half-maximal effect; % of control where 0% means no effect; nearly all actives have a fitted effect of over 50% in size
IL-1B inflam inh – inflammasome signaling inhibition, IL-1 beta readout; THP-1 LPS/ATP IL-1B secretion, AlphaLISA, 16 h; hits give low values; AID 743279; activity change, % at 57.5 µM; hit rate 4.7% among 360,000; in the data active = activity change below about -50%; inconclusive = mostly about -30% to -49%; also: % is scaled to controls: 0 for no effect and ±100 for the full control effect
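THP-1 cells pretreated 1 hr with compounds (up to 57.5 uM final), then stimulated with LPS (250 ng/mL final) plus ATP (1.25 mM final); secreted IL-1B measured by AlphaLISA after 16 hr, decreased signal indicating inhibition.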
KB-3-1 tox – kills parental KB-3-1 adenocarcinoma cells; AID 1347075; hit rate 1.4% among 400,000; KB-3-1 viability, CellTiter-Glo ATP luminescence, 72 h; Potency, µM (top dose mostly 46.1 µM), for the others: top-dose activity change, negative = cytotoxic, most hits filed as cytotoxic; also: potency is read from the fitted curve at half-maximal effect; % is scaled to controls: 0 for no effect and ±100 for the full control effect; nearly all actives have a fitted effect of over 60% in size
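Screening of KB-3-1 cells (DMEM, 10% FBS, phenol-red free) ran from lowest to highest compound concentration; after 72 h at 37 °C viability was read luminescently and curves fitted.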
KB-V1 MDR tox – KB-V1 MDR subline cytotoxicity | AID 1347076 | KB-V1 MDR cells viability, CellTiter-Glo, 72 h | hit rate 3.4% among 400,000 | Potency, µM (highest dose often 46.1 µM), without a hit: at the top dose activity change, negative = cytotoxicity, hits mostly cytotoxic; also: potency is read from the fitted curve at half-maximal effect; % is scaled to controls: 0 for no effect and ±100 for the full control effect; nearly all actives have a fitted effect of over 60% in size
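In this primary screen, KB-V1 cells overexpressing P-gp are incubated with library compounds (lowest to highest concentration) for 72 h at 37 degrees C before a luminescent ATP viability read.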
SW480 rereplic – DNA re-replication induction in SW480 cells | SW480 DNA re-replication, Hoechst DNA content imaging, 48 h | Potency, µM (doses to about 46.1 µM), for the others: at the top dose re-replication activation, most hits filed as activators | hit rate 1.8% among 340,000 | AID 624297; also: potency is read from the fitted curve at half-maximal effect; % of control where 0% means no effect; nearly all actives have a fitted effect of over 55% in size
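Readout is total intensity of Hoechst-stained nuclei, excited at 405 nm and collected at 500-530 nm. Compound treatment lasted 48 hr at 37 C in 5% CO2 before staining.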
HT1080 IDH1KD tx – kills HT-1080 cells with IDH1 knockdown | AID 686971 | Potency, µM (highest dose often 46.1 µM), inactives show top-dose activity, negative = toxicity, hits mostly cytotoxic | hit rate 2% among 360,000 | HT-1080 IDH1 knockdown viability, ATP luminescence, 48 h;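 also: potency is read from the fitted curve at half-maximal effect; 0% = DMSO wells and -100% = cell-free medium wells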
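Luminescent ATP read-out (CellTiter-Glo, 10 min at room temperature) after 48 h compound exposure at 37 °C gave viability of IDH1-knockdown HT-1080 cells. Activity was normalised to DMSO and cell-free wells, then fitted as concentration-response curves.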
GLP1R cytotox – cytotoxicity counter-screen for GLP-1 receptor inverse agonists; HEK293 cAMP-luciferase reporter cells, luminescence, 24 h; hit rate 0.13% among 410,000; Potency, µM (doses to about 38.3 µM), without a hit: at the highest dose activity change, negative = inhibition, actives largely listed as inhibitors;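 also: loss of luciferase light is scored as toxicity; potency is read from the fitted curve at half-maximal effect; % is scaled to controls: 0 for no effect and ±100 for the full control effect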
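1536-well qHTS counterscreen of the MLSMR; 200 cells/uL, 12 h pre-incubation, 23 nL cpd, 24 h at 37 deg C 5% CO2, luciferase detection reagent, 12 min RT, luminescence. Inhibition = undesired.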
Starred values were filed as active, the others as inactive; i = inactive; u = inconclusive; x = not tested or not shown; [ ] = dose if it differs, or a comment. Unless noted, calls follow the shape of the dose curve; as a rule, active = well fitted curve in the direction sought with a large enough effect; inconclusive = small, poorly fitted or top-dose-only effect, or another doubt; inactive = no such curve, though single readings can be large; an effect the other way counts as inactive or inconclusive.

Screens in order: D3 ag | HT1080-NT tox | MCF10A rereplic | IL-1B inflam inh | KB-3-1 tox | KB-V1 MDR tox | SW480 rereplic | HT1080 IDH1KD tx | GLP1R cytotox
O=[N+]([O-])c1ccccc1N=NNc1ccccc1
→ -4.8 | -23.6% | -4.6% | -14.3 | 4.4% | -8.8% | 2.4% | -11.1% | 4.2%
CC1(C)CCC(=O)N2CC[C@H]3c4cc5ccccc5nc4C[C@@H]1[C@H]32
→ 0.1 | 15.3% | -50.2%[inhibitor] | 8.8 | 0.0% | 22.9% | 39.5% | 13.0% | -0.3%
C[C@@H]1CN([C@H](C)CO)C(=O)c2cccc(NC(=O)c3ccncc3)c2O[C@@H]1CN(C)Cc1ccc(C(=O)O)cc1
→ 3.4 | 10.1% | 6.8% | 30.0 | 11.9% | -16.9% | 1.9% | 7.3% | 2.6%
Cc1cccc(Oc2nc3ccccn3c(=O)c2/C=C(\C#N)C(=O)NC2CCS(=O)(=O)C2)c1 (stereo unspecified)
→ 4.3 | -0.6% | 0.7% | -21.4 | -0.2% | -19.9% | x | -5.8% | 75.8%[activator]
Cc1ccc(C)c(N2CCN(c3c(CN4CCCC4)c(=O)oc4ccccc34)CC2)c1
→ -1.9 | x | x | x | -2.4% | 5.7% | x | x | 1.4%
N#Cc1c(N2CCOCC2)nc(-c2ccco2)c2c1CCCC2
→ 2.2 | -5.1% | u | -77.6* | -3.0% | 0.0% | u | -5.4% | 102.4%[activator]
COC(=O)c1c(C)nsc1NC(=O)Oc1ccccc1
→ 14.6 | 6.7% | 0.0% | -3.9 | -0.2% | u | -23.0% | -6.4% | -4.5%
COc1ccc2cc3c(N)nn(C(=O)c4ccc(Cl)c([N+](=O)[O-])c4)c3nc2c1
→ -13.6 | -0.7% | -0.9% | 2.6 | 7.8% | -28.3% | -4.5% | 14.5% | 5.1%
CC(=O)N1CCCC1c1nc2ccccc2n1Cc1ccccc1Cl (stereo unspecified)
→ 0.7 | x | x | x | 3.1% | 5.8% | x | x | -6.5%
CC(C)C(NC(=O)c1ccc(Cl)cc1)C(=O)NC1=NCCS1 (stereo unspecified)
→ -4.2 | -1.2% | 4.2% | 4.4 | -4.0% | 20.6µM* | -6.6% | 0.4% | 0.3%
COc1ccc(C(CC(=O)c2ccc(O)cc2)S(=O)(=O)c2ccc(C)cc2)cc1 (stereo unspecified)
→ -14.6 | u | 6.6% | -50.8* | 1.7% | u | -3.7% | u | -18.2%
CCc1ccc(/C=C/C(=O)C2C(=O)c3ccccc3C2=O)cc1
→ 10.2 | u | u | u | -9.3% | -9.7% | u | u | -0.3%
COc1ccc(-n2c(=S)[nH]c3cc(C(=O)N4CCN(c5ccccc5)CC4)ccc3c2=O)c(OC)c1
→ -3.5 | 9.0% | 3.8% | 9.3 | 11.6% | u | -0.7% | 1.3% | 0.0%
CC(C)c1ccc(C(=O)N2CCN(c3cnn(C)c(=O)c3Cl)CC2)cc1
→ -4.2 | -0.8% | 7.3% | 17.7 | -2.5% | u | -7.0% | 2.3% | 12.6%[7.66 µM]
Cc1ccc2nc(NC(=O)c3ccc4ncsc4c3)sc2c1
→ -3.4 | -24.0% | u | -18.6 | -2.2% | -2.3% | 3.9% | -27.5% | 4.7%
Cc1sc2ncn(CCC(=O)O)c(=O)c2c1C
→ 0.0 | 2.5% | -3.0% | 4.0 | 3.5% | 18.6% | 3.3% | 14.2% | -0.3%
CCN(CC)C(=O)Cn1cc(C(=O)C(=O)N2CCN(c3ccccc3)CC2)c2ccccc21
→ -5.5 | -2.3% | -0.4% | 1.7 | -7.8% | -7.0% | -4.2% | 3.7% | -0.1%
CCOc1ccc(C2C(C#N)=C(N)Oc3nc[nH]c(=O)c32)cc1 (stereo unspecified)
→ -6.1 | 2.3% | 1.8% | -6.9 | 6.9% | -2.2% | -17.5% | -1.0% | -0.6%
CC(C)=CCN1CCN(Cc2cccc3nccnc23)CC1CCO (stereo unspecified)
→ -9.1 | 0.0% | 7.4% | 19.0 | 0.0% | u | 4.6% | 12.9% | 3.8%
O=C1[C@@H](c2ccccc2)CC[C@@H]2C=CC[C@H]3CCN1[C@@H]32
→ -7.1 | 11.8% | x | 3.6 | 14.1% | u | x | -1.1% | 3.1%

(cont.)
Screens in order: D3 ag | HT1080-NT tox | MCF10A rereplic | IL-1B inflam inh | KB-3-1 tox | KB-V1 MDR tox | SW480 rereplic | HT1080 IDH1KD tx | GLP1R cytotox
CCc1ccccc1NC(=O)NC1CCCCC1
→ -15.3 | 16.9% | 8.0% | 0.6 | -2.1% | -14.6% | 4.4% | 13.2% | -1.8%
COC(=O)c1c(NC(=O)/C=C/c2ccco2)sc2c1CCC2
→ -7.4 | 11.9% | u | -9.6 | -0.1% | 17.8% | 2.4% | 13.6% | 25.7%
CCc1ccc(OCC(=O)Nc2ccc3c(c2)c2ccccc2n3CC)cc1
→ -8.7 | x | x | x | -15.7% | -0.8% | x | x | -10.7%
Cn1nc(C(F)(F)F)c2cc(C(=O)Nc3ccc(F)cc3)sc21
→ -2.3 | -1.2% | u | -28.8 | 0.7% | -27.1% | -39.1%[inhibitor] | -14.6% | u
CC(C)CNC(=O)NC(=O)COC(=O)c1cccc(NS(=O)(=O)c2ccc(F)c(F)c2)c1
→ -3.5 | 4.1% | 14.4% | i | 1.2% | -11.5% | -5.2% | 8.6% | -20.1%
CC1(C)CC2CC(C)(CN2Cc2cccc([N+](=O)[O-])c2)C1 (stereo unspecified)
→ -20.7 | -0.5% | 9.1% | 36.0 | 16.4% | 1.5% | -27.7% | 4.9% | 1.7%
COC(=O)C1=C(C)N(C)C(=S)NC1c1ccc(Cl)cc1 (stereo unspecified)
→ 3.9 | 11.1% | u | 0.0 | -18.1% | u | 0.5% | -1.3% | 4.8%
Cc1cc(-c2nnc(SCC(=O)N3C(C)CCCC3C)o2)no1 (stereo unspecified)
→ 0.6 | 9.2% | u | 17.6 | 3.2% | -5.0% | 6.51µM* | 9.8% | 10.1%
CC1CCCCN1C(=O)CSCC(=O)Nc1nc(-c2cccs2)cs1 (stereo unspecified)
→ 3.7 | -9.8% | 7.7% | 20.4 | 8.4% | -1.9% | -6.1% | 4.7% | -4.3%
CCOc1ccc(/C=N/Nc2nc(=O)[nH]nc2C)cc1OC
→ 0.9 | 5.3% | 0.4% | 22.4 | 1.8% | 0.0% | -101.5%[inhibitor] | 3.1% | 1.9%
CC(OC(=O)CCOc1ccccc1)C(=O)Nc1ccc(Cl)cn1 (stereo unspecified)
→ -3.1 | 0.3% | 16.4µM* | -17.0 | -1.5% | 10.0% | u | 12.9% | -4.5%
CC(C)(CO)NCc1ccc(Br)cc1
→ 0.5 | 3.0% | 0.1%[9.22 µM] | -4.5 | 19.8% | 4.7% | 4.0% | 14.7% | 19.2%
O=C(CN1C(=O)CCC1=O)c1ccc(-c2ccccc2)cc1
→ -1.7 | u | -6.5% | 3.3 | 4.7% | -2.8% | -39.5%[inhibitor] | 25.4% | -4.4%
CCCCOP(=O)(OCCCC)C1(NS(=O)(=O)c2ccccc2)C=CC(=O)c2ccccc21 (stereo unspecified)
→ -6.9 | 20.6µM* | u | 5.6 | u | u | u | 23.1µM* | u
c1ccc(N2CCOCC2)c(Nc2nc3ccccc3n3cnnc23)c1
→ -6.9 | -3.1% | 12.6% | -9.9 | -16.2% | u | -1.1% | -7.2% | 4.8%
COc1ccccc1CCC(=O)Nc1ccc2c(c1)c(=O)n(C)n2C
→ -0.6 | 20.1% | x | 0.0 | -0.8% | -0.7% | x | 16.9% | 3.7%
O=C(CCNS(=O)(=O)c1ccc(Br)cc1)NCc1ccc2c(c1)OCO2
→ 3.3 | -3.8%[9.24 µM] | -2.5% | -5.0 | -1.4% | 6.3% | -6.1% | u | 2.7%
O=C(COc1ccccc1[N+](=O)[O-])NNC(=O)Nc1cccc2ccccc12
→ 2.2 | -8.5% | -4.7% | 5.3 | -1.8% | -0.4% | -12.1% | -0.9% | -20.8%
O=C(Cc1ccc(F)cc1)OCN1C(=O)c2ccccc2C1=O
→ 5.2 | 0.6% | -0.4% | -6.1 | -0.8% | 12.0% | 0.4% | 10.5% | -6.3%
CCOc1ccccc1NC(=O)COC(=O)C1CCC(=O)N1 (stereo unspecified)
→ 1.8 | 12.9% | -7.8% | 22.9 | 8.0% | 12.3% | -12.6% | 10.2% | -0.3%

Fetched by structure from above:
Screens in order: D3 ag | HT1080-NT tox | MCF10A rereplic | IL-1B inflam inh | KB-3-1 tox | KB-V1 MDR tox | SW480 rereplic | HT1080 IDH1KD tx | GLP1R cytotox
O=C(COc1ccccc1[N+](=O)[O-])NNC(=O)Nc1cccc2ccccc12
→ 2.2 | -8.5% | -4.7% | 5.3 | -1.8% | -0.4% | -12.1% | -0.9% | -20.8%
CC(C)CNC(=O)NC(=O)COC(=O)c1cccc(NS(=O)(=O)c2ccc(F)c(F)c2)c1
→ -3.5 | 4.1% | 14.4% | i | 1.2% | -11.5% | -5.2% | 8.6% | -20.1%

(listing goes on)
Screens in order: D3 ag | HT1080-NT tox | MCF10A rereplic | IL-1B inflam inh | KB-3-1 tox | KB-V1 MDR tox | SW480 rereplic | HT1080 IDH1KD tx | GLP1R cytotox
CC(C)c1ccc(N2C(=NC(=O)C3CCCO3)SC3CS(=O)(=O)CC32)cc1 (stereo unspecified)
→ 5.5 | -1.5% | 9.4% | 16.2 | 11.1% | u | -55.4% | 3.1% | 5.3%
COc1ccc(S(=O)(=O)N(C)CC(=O)NCc2ccco2)cc1OC
→ -1.1 | -4.1% | -2.1% | -17.2 | 11.4% | 0.0% | 1.7% | -1.4% | 26.6%
Cc1ccc(Nc2cc(C)nc3ncnn23)c(C)c1
→ 1.0 | 14.3% | -2.6% | 4.0 | 7.3% | -3.1% | -62.5%[inhibitor] | 2.4% | -5.8%
O=C(NCc1ccco1)c1ccc(-c2ccccc2Cl)o1
→ -22.9 | -18.6% | -0.6% | -16.9 | -12.4% | 1.7% | -0.5% | -18.3% | -24.2%
